p53ts 32C kill – qHTS Screen for Compounds that Selectively Target Cancer Cells with p53 Mutations: Cytotoxicity of p53ts Cells at the Permissive Temperature | H1299-p53A138V at 32C, ATP luminescence viability, 24 h | Potency, µM (top dose mostly 46.1 µM), inactives show at the top dose activity change, negative = cytotoxicity, most hits filed as cytotoxic | 130,000 compounds, 0.93% hits | AID 924, 2007;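 note: 0% = DMSO and -100% = full killing by reference compound; nearly all actives have a fitted effect of over 55% in size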
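ATP-content luminescence (ATPlite) read-out after 24 h compound exposure at 32C in H1299-p53A138V cells (600/well). Tested up to 46 uM. Normalized to DMSO (0%) and 100 uM tamoxifen (100% killing); Hill-fit AC50.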
IkB signaling – IkB Signaling. ABC-DLBCL IkBa-CBG/CBR dual luciferase ratio, 4 h; response scale: scaled: untreated 0%, proteasome inhibitor 100%. 110,000 compounds, 0.04% hits. Potency, µM (titrated, usually from 57.1 µM), for inactives: at the highest dose IkBa stabilization activation. AID 445, 2006; active = well fitted curve in the direction sought with a large enough effect in the signal ratio, not every such curve was filed as active; inconclusive = small, poorly fitted or top-dose-only effect, or a change in a side signal; the % refers to the signal ratio;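 note: the direction sought is a rising ratio; 0% = basal untreated cells and 100% = reference inhibitor full response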
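Curves were fitted separately to fusion (green), unfused (red) and ratio luminescence, then classed by r2, magnitude and activity. Cells: OCI-Ly3, 4 h compound plus doxycycline at 37C; 10 uM MG-132 defined full response.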
Peg3 imprint – qHTS Assay for Compounds that Induce Erasure of Genomic Imprints | mouse ES Peg3-LacZ reporter, beta-gal luminescence, 40 h | 110,000 compounds, 0.02% hits | Potency, µM (highest dose often 60.7 µM), inactives show at the top dose activity change, positive = activation, hits mostly activators;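 note: 0% = negative control wells on the plate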
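Gelatin-coated wells received 300 freshly trypsinized female ES cells with a Peg3LacZ-Neo reporter on the maternal allele, then incubated 40 hours at 37C. BetaGlo was added for 5 minutes at room temperature before a single luminescence read.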
p53ts 39C kill – qHTS Screen for Compounds that Selectively Target Cancer Cells with p53 Mutations: Cytotoxicity of p53ts Cells at the Nonpermissive Temperature | H1299-p53A138V viability at 39C, ATP luminescence, 24 h | Potency, µM (doses to about 46.1 µM), for inactives: at the top dose activity change, negative = cell killing, usual class: cytotoxic | 130,000 compounds, 1.5% hits | AID 902, 2007; note: nearly all actives have a fitted effect of over 55% in size
Active calls of the source: *; ? = inconclusive; . = not tested or not shown; [ ] = another dose, or the depositor's remark. Unless noted, calls come from the whole dose curve; as a rule, active = well fitted curve in the direction sought with a large enough effect; inconclusive = small, poorly fitted or top-dose-only effect, or another doubt; inactive = no such curve, though single readings can be large; an effect the other way counts as inactive or inconclusive. Unless noted, % is set by controls: 0 for no effect and ±100 for the full control effect; potency is the fitted concentration of half-maximal effect.

SMILES	p53ts 32C kill	IkB signaling	Peg3 imprint	p53ts 39C kill
CCCN(C(=O)Nc1cn(CC(C)C)c(=O)c2ccccc12)c1ccc(F)cc1	10.8%	?	-0.7%[10.9 µM]	-3.7%
CN1CCN(c2ncncc2-c2ccccc2C(F)(F)F)CC1	6.0%	2.8%[11.4 µM]	-11.0%	-5.7%
O=C(Nc1nc2n(n1)C(c1ccccc1)C=C(c1ccc(Cl)cc1)N2)c1ccco1 (stereo unspecified)	-13.7%	?	-7.1%[10.9 µM]	9.0%
O=C(Nc1ccccc1F)c1oc2ccccc2c1NC(=O)C12CC3CC(CC(C3)C1)C2	-2.4%	2.6%	4.1%[10.9 µM]	-6.2%
CCN(CC)CC(=O)Nc1cc(C)c2c(=O)oc3ccccc3c2n1	19.0%	0.5%	-8.3%	5.5%
O=C(Nc1cccc(Cl)c1Cl)C1CC(=O)N(c2ccc(Br)cc2)C1 (stereo unspecified)	-20.6%	.	.	-10.7%
O=C(CNS(=O)(=O)c1ccccc1)N1CCN(c2ccccc2)CC1	-0.9%	1.3%	-8.1%	9.1%
CCC(C(=O)NCc1ccccc1)n1ncn2c(cc3occc32)c1=O (stereo unspecified)	-4.4%	?	-3.9%[10.9 µM]	8.5%
CN(C)C(=O)c1ccc2c(c1)N(CC(=O)NCc1ccccc1Cl)C(=O)C1CCCCN21 (stereo unspecified)	-7.8%	0.5%	27.7%[10.9 µM]	-8.9%
N#Cc1c2n(c(=O)[nH]c1=O)CCCCC2	1.5%	1.1%	-7.2%	15.0%
O=S(=O)(c1cccc(C(F)(F)F)c1)N1CCN(c2nnnn2-c2ccccc2)CC1	-1.7%	-0.9%	-0.8%	6.4%
O=S(=O)(c1ccc2nc(COc3ccc(Cl)cc3Cl)[nH]c2c1)N1CCOCC1	2.4%	2.5%	-22.8%	-6.7%
CC1=C(C(=O)OCc2ccccc2)C(c2ccc([N+](=O)[O-])cc2)NC(=O)N1CCCCCC(=O)O (stereo unspecified)	7.4%	.	-4.7%	-4.2%
CCCCCn1c(SCc2ccncc2)nc2cc(C(=O)NCc3ccco3)ccc2c1=O	8.0%	?	-11.9%	3.1%
CN(C/C(O)=C(\C#N)c1ccccc1)C1CCCCC1	-0.4%	0.2%	-9.7%	-0.5%
CN(C)c1ccc(C(CNC(=O)c2cccc(C(F)(F)F)c2)N2CCCC2)cc1 (stereo unspecified)	-5.3%	-0.1%	-15.1%[10.9 µM]	-10.6%
O=C(NCc1n[nH]c(=S)n1-c1ccccc1)c1ccco1	3.1%	-0.9%	-11.8%	1.7%
Cc1cc(=O)oc(C)c1C(=O)Nc1cnc2ccccc2c1	7.2%	4.5%	-9.2%	5.3%
O=c1cnc2cnc(Oc3ccccc3)nc2n1C1CC1	9.8%	-2.2%[11.4 µM]	?	5.6%
Cc1cc(C)n2nc(SC(C)C(=O)NCc3ccco3)nc2n1 (stereo unspecified)	6.0%	-0.5%	8.2%	-7.4%
CCN(C(=O)Cn1nc(Cc2cccnc2)c2ccccc2c1=O)c1ccccc1F	-4.8%	?	-11.6%[10.9 µM]	-9.8%
O=C1CC(c2c(Cl)cccc2Cl)c2c(ccc3ccccc23)N1 (stereo unspecified)	9.0%	?	3.2%[10.9 µM]	-28.6%
COCCn1c(=S)[nH]c2ccc(N(C)C)cc2c1=O	-2.3%	-1.2%	-1.7%	10.5%
COc1ccc(-c2noc(-c3nnn(-c4ccc(C)cc4C)c3C)n2)cc1	3.7%	-1.8%	-7.1%[10.9 µM]	8.1%
CCOC(=O)c1c(C)c(C(=O)NC2CCCCC2)c(C)n1CC	-2.0%	-1.2%	-7.7%	10.8%

The last 3 entries of the part before open the next one:
SMILES	p53ts 32C kill	IkB signaling	Peg3 imprint	p53ts 39C kill
COCCn1c(=S)[nH]c2ccc(N(C)C)cc2c1=O	-2.3%	-1.2%	-1.7%	10.5%
COc1ccc(-c2noc(-c3nnn(-c4ccc(C)cc4C)c3C)n2)cc1	3.7%	-1.8%	-7.1%[10.9 µM]	8.1%
CCOC(=O)c1c(C)c(C(=O)NC2CCCCC2)c(C)n1CC	-2.0%	-1.2%	-7.7%	10.8%
CC(=O)Nc1cc(-c2ccccc2)ccc1O	0.2%	-2.6%	-2.4%	-15.1%
O=C(CN1CCN(S(=O)(=O)/C=C/c2ccccc2)CC1)NC(=O)NCc1ccco1	5.5%	1.1%	1.9%	6.4%
Cc1ccc(C(=O)c2oc3ccccc3c2NC(=O)Cc2coc3cc(C)ccc23)cc1	-9.1%	0.6%	2.4%[10.9 µM]	-25.5%
O=C1CCCc2c1cc(C(=O)NC1CCSC1=O)c(=O)n2-c1ccccc1 (stereo unspecified)	13.7%	-0.4%	2.7%	7.7%
COc1cccc(CSc2nc3n(n2)C(c2ccccc2C)C(C(=O)Nc2ccccc2OC)=C(C)N3)c1 (stereo unspecified)	2.6%	2.5%	11.9%[10.9 µM]	-9.3%
Cc1cc(C)cc(NC(=O)c2sc3nc(-c4cc5ccccc5oc4=O)[nH]c(=O)c3c2C)c1	-1.0%	2.2%	-8.0%[10.9 µM]	-5.1%
COc1ccc2c(c1)c1c(c(=O)n(-c3ccccc3)c(=O)n1CC(=O)NCCC1=CCCCC1)n2C	4.2%	-1.4%	-8.7%[10.9 µM]	-27.9%
O=C(O)c1cccc(S(=O)(=O)N2CCCC2)c1	20.1%	-2.4%	-0.4%	-0.7%
CCOc1ccc2c(c1)C(C)=CC(C)(C)N2	-10.4%[1.84 µM]	?	7.6%	11.4%
Cc1cccc(N(C(=O)Cn2nnc3ccccc32)C(C(=O)NCc2ccco2)c2ccncc2)c1 (stereo unspecified)	1.4%	0.7%	-1.0%	-6.4%
c1ccc(CNc2ncnc3[nH]ncc23)cc1	3.0%	2.3%	3.2%[10.9 µM]	29.4%
CC(=C/C(=O)O)/C=C/c1cccs1	-2.5%	-7.0%	-45.2%[inhibitor]	0.5%
Cc1ccc(CCNC(=O)c2ccc(NC(=O)N3CCSc4ccccc43)cc2)cc1	-10.6%	?	26.7%[10.9 µM]	-18.8%
O=C(CSc1cn(CC(=O)N2CCCC2)c2ccccc12)Nc1cc(C(F)(F)F)ccc1Cl	1.4%	-1.4%	-18.2%[10.9 µM]	-7.1%
CCn1c(COc2ccccc2C)nnc1SCC(=O)Nc1cc(C)on1	0.5%	-0.6%	10.5%	13.8%
COc1ccc(N(CC(=O)N2CCc3ccccc32)S(=O)(=O)c2c(C)noc2C)cc1	6.7%	-2.2%	-5.7%	3.0%
Cn1nc(C(=O)N2CCCC2)c2ccccc2c1=O	-0.1%	0.1%	-6.9%	6.3%
CC(C)(C)C(=O)Nc1cccc(-c2nnc(-c3cccc(NC(=O)C(C)(C)C)c3)o2)c1	5.2%	.	.	20.1%
COc1cccc2cc(C(=O)NCC3CCCO3)c(=O)oc12 (stereo unspecified)	1.7%	?	-25.6%	10.6%
Cc1cnc(NC(=O)c2ccc3c(c2)C(=O)N(Cc2ccco2)C3=O)s1	-5.0%	0.8%	1.9%	6.3%
CN(c1ccccc1)S(=O)(=O)c1ccc(NC(=O)c2cc(=O)c3ccccc3o2)cc1	-0.9%	?	-7.6%[10.9 µM]	10.3%
CC1CCC(NC(=O)c2ccc(CSc3nc4ccncc4n3Cc3ccc(F)cc3)cc2)CC1 (stereo unspecified)	-14.6%	0.9%	-12.3%[10.9 µM]	-1.5%
CC1(C)C(=O)C(c2ccccc2)=C2CN3C(=O)N(CCc4ccccc4)C(=O)C3(Cc3ccccc3)C=C21 (stereo unspecified)	13.5%	.	-9.7%	14.2%
CCOc1ccc2[nH]c(=O)c(CN(CCO)C(=O)c3ccc(F)cc3)cc2c1	6.4%	-0.2%	-10.3%	7.2%
CCN(CC(=O)Nc1c(C(=O)OC)[nH]c2ccc(Cl)cc12)c1ccc2c(c1)OCO2	5.9%	?	-25.6%	-16.7%

(list continues)
SMILES	p53ts 32C kill	IkB signaling	Peg3 imprint	p53ts 39C kill
CCOC(=O)c1cc(OCC(=O)NC(C)C(C)C)cc(C(=O)OCC)c1 (stereo unspecified)	0.1%	0.3%	-2.9%	-1.9%
CCOC(=O)CCCCC(=O)c1[nH]c(=O)[nH]c1CSc1nc(C)cc(=O)[nH]1	-6.6%	-1.0%	14.8%	5.8%
COC(=O)C(C)Sc1nnc2n(-c3cccc(C)c3)c(=O)c3c4c(sc3n12)CCCC4 (stereo unspecified)	-5.2%	-1.8%	8.9%	4.5%
CCOc1cc(C2C(C#N)=C(N)OC(C)=C2C(C)=O)cc(Br)c1O (stereo unspecified)	25.7%	?	7.2%	28.2%
COc1ccc(NC(=O)N2CC3(CCN(C(=O)c4ccncc4)CC3)C2)cc1	-2.3%	0.8%[11.4 µM]	.	-2.7%
CC(C)(C)c1ccc(C(=O)NCC(c2cccs2)S(=O)(=O)c2ccc(F)cc2)cc1 (stereo unspecified)	0.9%	7.3%	-18.8%[10.9 µM]	?
Cc1ccc(N=Nc2c(O)c(S(=O)(=O)O)cc3cc(S(=O)(=O)O)ccc23)c(C)c1	-2.4%[9.22 µM]	-4.5%[11.4 µM]	-16.5%[10.9 µM]	6.7%[9.22 µM]
CNC(=O)CSCc1c(Cl)cccc1Cl	4.7%	0.9%	3.6%	6.4%
COCCn1c(C)cc(O)c(C(c2ccc(OC)cc2)N2CCCCC2)c1=O (stereo unspecified)	5.6%	-0.6%	-6.6%[10.9 µM]	-7.1%
COc1cc2[nH]c(=O)n(Cc3ccc(C(=O)N4CCN(c5ccc(Cl)cc5)CC4)cc3)c(=O)c2cc1OC	10.9%	?	-11.8%[10.9 µM]	22.0%
O=C(CN1CCCC1)Nc1ccc(-c2nc3cc(NC(=O)CN4CCCC4)ccc3o2)cc1	-19.1%	0.1%	-5.4%	-12.8%
Cc1cc(N2C(=O)C(O)=C(C(=O)c3ccc(C)o3)C2c2cccs2)no1 (stereo unspecified)	0.4%	-0.7%	-11.9%	-9.0%
CCOC(=O)N1CCc2c(sc(NCc3sccc3C)c2C(=O)Nc2ccc(OC)cc2OC)C1	-10.5%	2.0%	-8.9%[10.9 µM]	-15.0%
CCC(C(=O)Nc1cc(F)ccc1F)n1nc(-c2cc(C)ccc2C)ccc1=O (stereo unspecified)	19.0%	?	-13.0%[10.9 µM]	-23.6%
COP(=O)(/C=C/c1ccccc1)C(O)c1ccc(F)cc1 (stereo unspecified)	2.9%	-1.0%	1.9%	12.9%
Cc1ccccc1NS(=O)(=O)c1ccc(OCC(=O)NCc2ccco2)cc1	0.1%	?	-5.7%	16.0%
O=C(O)CSc1nnc(-c2ccco2)o1	4.4%	0.0%	7.4%	8.8%
CCNc1cc2oc(=O)c(CN3CCOCC3)c(C)c2cc1C	7.7%	0.0%	-6.0%	0.9%
COc1ccc(OC)c(C2C3=C(CCCC3=O)Nc3nc4ccccc4n32)c1 (stereo unspecified)	2.6%	-0.5%	-3.6%	-2.5%
CCOc1ccc(OCC)c(NC(=O)CN2CCN(CC)CC2)c1	-3.5%	.	.	13.8%
COc1cc(C(=O)Oc2c(Sc3ccc(C)cc3)c(C)nn2-c2ccccc2)cc(OC)c1OC	4.9%	?	-5.0%[10.9 µM]	-5.5%
CCN1CCN(C(=O)c2cn(CC)c3ccc(S(=O)(=O)N(C)C)cc3c2=O)CC1	4.7%	1.1%	-14.1%	-0.3%
COC(=O)c1ccc(NC(=O)c2cc3cc(C)ccc3n2C)cc1	0.5%	2.7%	-14.3%[10.9 µM]	11.2%
COc1cc2nc(SCC(=O)Nc3c(C)cc(C)cc3C)n3nc(CCn4c(C)nc5ccccc54)nc3c2cc1OC	-12.2%	0.2%	-3.2%[10.9 µM]	-16.9%
CC(OC(=O)c1ccncc1)C(=O)Nc1cccc(Cl)c1 (stereo unspecified)	2.9%	1.3%	-7.4%	0.6%
COc1cc(OC)cc(N2CCN(S(=O)(=O)c3ccc(-n4cnnn4)cc3)CC2)c1	-4.2%	0.6%	13.8%[10.9 µM]	-12.9%

Screening results deposited in PubChem by National Center for Advancing Translational Sciences (NCATS).
